HTR1E agonist: 5-HT1E (human) receptor agonism. P28566. CHO 5-HT1E Ga15 NFAT-bla reporter, FRET; 0% DMSO wells, 100% control agonist wells. activation, % at 6 µM. 0.69% of 65,000 active. AID 574;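 active = activation above a set limit, the screen-wide mean activation plus 3 SD, cut at about 8.5% in these data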;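 also: 100% = positive control agonist at 1 µM giving full maximal response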
S1P1 ag pot: agonists and agonism potentiators of human S1P1 receptor; 0.57% of 56,000 active; P21453; activation, % at 9.5 µM; S1P1 CRE-bla cells, forskolin, beta-lactamase FRET, potentiator mode; S1P1 agonist co-added at EC20, 2 nM; 100% = saturating reference agonist, 0% = basal;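 active = activation above a cutoff set at the mean activation of all tested compounds plus 3 SD, cut at about 54% in these data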;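 also: forskolin at 4 µM as EC80 and the EC20 agonist is SEW2871; 100% = SEW2871 at its EC100 plus forskolin at EC80; some compounds past the cut are filed as inactive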
M1 antag: M1 muscarinic receptor (rat) antagonism; CHO-M1 cells, Fluo-4 calcium, ACh EC80 antagonist mode; hits give low values; B-score at 10 µM; 3.4% of 64,000 active;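 active = calcium fluorescence response, raw or row-and-column corrected B-score, differing from the plate sample mean either way at a set confidence level, mostly lower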
M1 ag: agonists of M1 muscarinic receptor. 3% of 64,000 active. B-score at 10 µM. CHO-M1 cells, Fluo-4 calcium fluorescence, agonist mode; hits give high values;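 active = fluorescence rise, raw or as B-score row- and column-corrected plate score, outside the 99.7% band of its plate's samples, either direction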
S1P3 agonist: agonists of human S1P3 receptor | Q99500 | S1P3 NFAT-BLA reporter cells, agonism, FRET ratio; relative to 1 µM S1P, basal subtracted | activation, % at 4.5 µM | 0.1% of 60,000 active | AID 373;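 active = activation above the screen-wide mean plus 3 SD, cut at about 4.5% in these data, passing the limit was not always enough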; also: some compounds called inactive have numbers as strong as hits
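material = human S1P3 NFAT-BLA reporter CHO cells | schedule = 4 h compound at 37 °C, 2 h substrate at RT | measured by = fluorescent BLA substrate, ex 405 nm, em 460/535 nm ratio | controls = 1 µM S1P reference | replication = primary once, confirmation triplicate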
5HT1E antag: blocks the human 5-HT1E serotonin receptor; P28566; CHO 5-HT1E Ga15 NFAT-bla reporter, FRET, antagonist; inhibition, % at 6 µM; 0.99% of 65,000 active; AID 571;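 active = inhibition above a set limit, the mean inhibition across every tested compound plus 3 SD, cut at about 29% in these data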;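 also: signal is the 460 over 535 nm emission ratio of beta-lactamase substrate; 0% = agonist plus DMSO wells and 100% = wells without agonist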
HEK293 NFkB inh: inhibitors of the PMA/ionomycin-induced NF-kB reporter in HEK293 cells. inhibition, % at 3 µM. HEK-293 NF-kB luciferase reporter, luminescence. 0.21% of 62,000 active. AID 465;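 active = inhibition above the mean of all tested compounds plus 3 SD, cut at about 40% in these data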;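 also: 0% = stimulated DMSO wells and 100% = 10 µM reference inhibitor 5653914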
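Signal: luciferase luminescence; Material: HEK-293 cells with stable firefly luciferase reporter driven by four HIV NF-kB elements; Probe or stimulus: PMA with ionomycin; Replication: tested once; Times: 1 h compound pretreatment, then 16 h stimulation at 37 °C, 5% CO2; Benchmarks: DMSO and 10 µM reference inhibitor; Evaluation: per-plate % inhibition versus controls.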
Her2 expr inh: Her2 kinase expression inhibition. P04626. SKBR-3 HER2 protein level, AlphaScreen, 18-24 h; hits give low values. HER2 level % of control, % at 10 µM. 0.69% of 65,000 active. AID 645;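 active = HER2 level under 5% of the carrier-only control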;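 also: 100% = DMSO carrier and 0% = 500 nM PU-H71 HSP90 inhibitor; lower value means stronger loss of Her2 protein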
Target sequence (P04626 whole entry, looked up): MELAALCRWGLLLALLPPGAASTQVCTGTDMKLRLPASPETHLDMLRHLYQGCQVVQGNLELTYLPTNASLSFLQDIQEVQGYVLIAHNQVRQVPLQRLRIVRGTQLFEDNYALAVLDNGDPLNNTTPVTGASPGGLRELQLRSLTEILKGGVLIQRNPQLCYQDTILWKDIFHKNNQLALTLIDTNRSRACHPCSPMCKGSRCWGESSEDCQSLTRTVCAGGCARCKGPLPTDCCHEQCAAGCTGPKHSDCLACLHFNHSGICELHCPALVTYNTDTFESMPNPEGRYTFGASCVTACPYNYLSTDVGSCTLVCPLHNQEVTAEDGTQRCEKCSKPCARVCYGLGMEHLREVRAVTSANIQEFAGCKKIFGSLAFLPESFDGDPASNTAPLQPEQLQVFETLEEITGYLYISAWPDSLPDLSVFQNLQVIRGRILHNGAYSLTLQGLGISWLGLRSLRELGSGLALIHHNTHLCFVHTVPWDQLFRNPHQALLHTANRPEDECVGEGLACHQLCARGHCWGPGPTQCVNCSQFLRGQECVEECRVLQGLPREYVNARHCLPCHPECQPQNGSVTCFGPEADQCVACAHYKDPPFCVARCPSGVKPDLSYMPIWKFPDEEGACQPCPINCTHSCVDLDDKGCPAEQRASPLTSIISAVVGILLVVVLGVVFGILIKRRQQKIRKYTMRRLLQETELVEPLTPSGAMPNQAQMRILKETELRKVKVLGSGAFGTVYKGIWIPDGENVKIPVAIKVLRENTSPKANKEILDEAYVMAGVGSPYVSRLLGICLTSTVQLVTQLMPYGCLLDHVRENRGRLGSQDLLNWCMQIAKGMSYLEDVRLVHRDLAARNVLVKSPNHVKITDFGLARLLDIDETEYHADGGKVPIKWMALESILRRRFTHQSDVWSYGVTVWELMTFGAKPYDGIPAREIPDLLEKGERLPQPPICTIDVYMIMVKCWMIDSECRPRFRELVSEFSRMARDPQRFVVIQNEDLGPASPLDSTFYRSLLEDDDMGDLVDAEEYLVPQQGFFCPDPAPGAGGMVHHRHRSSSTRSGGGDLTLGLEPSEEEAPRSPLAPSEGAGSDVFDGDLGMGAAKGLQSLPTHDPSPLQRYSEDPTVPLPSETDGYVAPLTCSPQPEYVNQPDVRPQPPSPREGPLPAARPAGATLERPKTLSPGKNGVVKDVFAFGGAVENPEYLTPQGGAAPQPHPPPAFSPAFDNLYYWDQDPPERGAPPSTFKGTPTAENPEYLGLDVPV
Jurkat viability: cytotoxic compounds reducing Jurkat cell viability; inhibition, % at 4 µM; 1.2% of 56,000 active; Jurkat E6.1 viability, ATP luminescence, 48 h; AID 463;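 active = inhibition above the mean inhibition of all tested compounds plus 3 SD, cut at about 28% in these data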
Numbers without * were called inactive.

`Cc1ccc(-c2nnc(OCCN3CCOCC3)c3ccccc23)cc1` gave HTR1E agonist -1.2, S1P1 ag pot -2, M1 antag -0.15, M1 ag 0.057, S1P3 agonist -4.6, 5HT1E antag -6 and Her2 expr inh 45.
For CCOCCn1c(CN2CCN(c3ccc(OC)cc3)CC2)nc2c1c(=O)n(C)c(=O)n2C the results were HTR1E agonist 1.5, S1P1 ag pot -22, M1 antag 0.6, M1 ag 0.6, S1P3 agonist 0.8, 5HT1E antag -1, HEK293 NFkB inh -2, Her2 expr inh 88 and Jurkat viability 9.
For CCOC(=O)c1sc(C)c2c1NC1(CCCCC1)NC2=O the results were HTR1E agonist 1.2, S1P1 ag pot -49, M1 antag 0.64, M1 ag 0.89, S1P3 agonist 0.5, 5HT1E antag 28, HEK293 NFkB inh 23, Her2 expr inh 121 and Jurkat viability 7.
Screening O=C(Nc1ccc2oc(=O)ccc2c1)c1ccco1 returned HTR1E agonist -0.3, S1P1 ag pot -7, M1 antag 0.26, M1 ag 0.48, S1P3 agonist 0.6, 5HT1E antag 3, HEK293 NFkB inh 15, Her2 expr inh 105 and Jurkat viability -4.
Screening CCOc1cc(C2C(C(=O)OC)=CN(C3CCCC3)C=C2C(=O)OC)cc(Br)c1O returned HTR1E agonist 1.7, S1P1 ag pot -24, M1 antag 0.61, M1 ag -0.32, S1P3 agonist 0.3, 5HT1E antag 13, HEK293 NFkB inh 18, Her2 expr inh 188 and Jurkat viability -4.
COCCN(C(=O)CCCC(=O)Nc1ccccn1)C(C(=O)NC1CCCCC1)c1ccc(C)cc1 (centres undefined) was read as HTR1E agonist -0.7, S1P1 ag pot -4, M1 antag -0.36, M1 ag -0.32, S1P3 agonist -0.2, 5HT1E antag 3, HEK293 NFkB inh 17, Her2 expr inh 105 and Jurkat viability 3.
Screening O=C(c1ccc(C(=O)N2CCN(c3ccccc3F)CC2)nc1)N1CCN(c2ccccc2F)CC1 returned HTR1E agonist 1.2, S1P1 ag pot 12, M1 antag -0.48, M1 ag -0.53, S1P3 agonist -0.8, 5HT1E antag -7, HEK293 NFkB inh 18, Her2 expr inh 89 and Jurkat viability 2.
`C/C=C/Cn1c(SCc2ccc(Cl)cc2)nc2c1c(=O)[nH]c(=O)n2C` gave HTR1E agonist -0.3, S1P1 ag pot -17, M1 antag -0.22, M1 ag 0.75, S1P3 agonist -0.2, 5HT1E antag 28, HEK293 NFkB inh 7, Her2 expr inh 85 and Jurkat viability 6.
Cc1sc(NC(=O)c2ccccc2)c(C(=O)N2CCN(C)CC2)c1C was read as HTR1E agonist 1.0, M1 antag -0.13, M1 ag 0, 5HT1E antag -3, HEK293 NFkB inh 1 and Her2 expr inh 95.
Screening CN(C1CCS(=O)(=O)C1)S(=O)(=O)c1cccc2nsnc12 (centres undefined) returned HTR1E agonist -0.4, S1P1 ag pot -3, M1 antag -0.36, M1 ag 0.24, S1P3 agonist -2.8, 5HT1E antag 3 and Her2 expr inh 102.
For COc1ccc(-c2cc(C(F)(F)F)nc(SCCC(=O)NCc3ccco3)n2)cc1 the results were HTR1E agonist -0.4, S1P1 ag pot 25, M1 antag 0.061, M1 ag -3.6, S1P3 agonist -1.2, 5HT1E antag 6, HEK293 NFkB inh 28, Her2 expr inh 102 and Jurkat viability 5.
O=C(NCC(=O)N(CCN1CCOCC1)C(C(=O)NC1CCCC1)c1cccs1)c1ccco1 (centres undefined) was read as HTR1E agonist 0.3, S1P1 ag pot -6, M1 antag -0.085, M1 ag -0.022, S1P3 agonist -1.1, 5HT1E antag -11, HEK293 NFkB inh 4, Her2 expr inh 109 and Jurkat viability 2.

In the list so far, 2 have an aryl methoxy group:
For CCOCCn1c(CN2CCN(c3ccc(OC)cc3)CC2)nc2c1c(=O)n(C)c(=O)n2C the results were HTR1E agonist 1.5, S1P1 ag pot -22, M1 antag 0.6, M1 ag 0.6, S1P3 agonist 0.8, 5HT1E antag -1, HEK293 NFkB inh -2, Her2 expr inh 88 and Jurkat viability 9.
For COc1ccc(-c2cc(C(F)(F)F)nc(SCCC(=O)NCc3ccco3)n2)cc1 the results were HTR1E agonist -0.4, S1P1 ag pot 25, M1 antag 0.061, M1 ag -3.6, S1P3 agonist -1.2, 5HT1E antag 6, HEK293 NFkB inh 28, Her2 expr inh 102 and Jurkat viability 5.

The list goes on.
Screening Nc1ccc(S(=O)(=O)c2cccc(N)c2)cc1 returned HTR1E agonist 0.5, S1P1 ag pot -13, M1 antag 0.76, M1 ag -0.87, S1P3 agonist 1.0, 5HT1E antag -6, HEK293 NFkB inh 4, Her2 expr inh 117 and Jurkat viability -3.
`O=S(=O)(c1ccccc1)N(CC(O)CN1CCCCC1)c1ccccc1` (centres undefined) gave HTR1E agonist -0.2, S1P1 ag pot -8, M1 antag 0.029, M1 ag -0.44, S1P3 agonist -3.9, 5HT1E antag -17 and Her2 expr inh 109.
O=C(CCN1C(=O)c2ccccc2C1=O)N1CCN(c2ccccn2)CC1 was read as HTR1E agonist 0.4, M1 antag -0.84, M1 ag 0.82, S1P3 agonist -1.4, 5HT1E antag -4, HEK293 NFkB inh 16, Her2 expr inh 212 and Jurkat viability 4.
Screening CC(=O)Nc1cccc(N(C)S(C)(=O)=O)c1 returned HTR1E agonist 0.0, M1 antag -0.35, M1 ag 1.3, S1P3 agonist -0.9, 5HT1E antag -1, HEK293 NFkB inh 4, Her2 expr inh 72 and Jurkat viability 3.
COc1ccc(OC)c2c1sc(=NC(=O)C(C)C)n2C was read as HTR1E agonist 0.4, S1P1 ag pot -1, M1 antag 0.42, M1 ag -0.85, S1P3 agonist -1.1, 5HT1E antag 6, HEK293 NFkB inh -3, Her2 expr inh 96 and Jurkat viability 10.
For COc1ccc(OC)c(C(O)c2nc3ccccc3n2C(C)C)c1 (centres undefined) the results were HTR1E agonist -0.1, S1P1 ag pot -10, M1 antag -0.21, M1 ag 0.19, S1P3 agonist 0.4, 5HT1E antag 1, HEK293 NFkB inh 4, Her2 expr inh 67 and Jurkat viability 3.
For COC(=O)c1ccc(CSc2nnnn2Cc2ccccc2)cc1 the results were HTR1E agonist -0.3, M1 antag 0.96, M1 ag -0.96, S1P3 agonist -0.5, 5HT1E antag -8, HEK293 NFkB inh 2, Her2 expr inh 91 and Jurkat viability 0.
`O=C(CCc1nc(-c2ccccc2F)no1)Nc1ccc(Oc2ccccc2)cc1` gave HTR1E agonist -0.4, S1P1 ag pot 128*, M1 antag -0.8, M1 ag -0.56, S1P3 agonist -0.6, 5HT1E antag 5, HEK293 NFkB inh 22, Her2 expr inh 83 and Jurkat viability 19.
For O=C1CC(c2cccs2)CC2=C1C(c1ccccc1)n1ncnc1N2 (centres undefined) the results were HTR1E agonist -0.9, M1 antag 0.82, M1 ag 0.64, S1P3 agonist 0.0, 5HT1E antag -1, HEK293 NFkB inh 11 and Jurkat viability -8.
COC(=O)c1ccccc1NC(=O)c1cc(C2CC2)on1 was read as HTR1E agonist 0.9, S1P1 ag pot 16, M1 antag -1.4, M1 ag 1.3, S1P3 agonist -1.0, 5HT1E antag -1, HEK293 NFkB inh -4, Her2 expr inh 81 and Jurkat viability -2.
COCC(=O)Nc1cccc(C(F)(F)F)c1 was read as HTR1E agonist 0.1, S1P1 ag pot 127, M1 antag 2.3, M1 ag -0.18, S1P3 agonist -0.1, 5HT1E antag 4, HEK293 NFkB inh 4, Her2 expr inh 105 and Jurkat viability -2.
`Clc1ccc2[nH]c3c(NCCN4CCOCC4)ncnc3c2c1` gave HTR1E agonist -1.2, S1P1 ag pot -35, M1 antag -0.34, M1 ag 1.1, S1P3 agonist -0.6, 5HT1E antag 27 and Her2 expr inh 68.
For Cn1c(=O)n(C)c2cc(C(N)=O)ccc21 the results were HTR1E agonist 0.1, S1P1 ag pot -6, M1 antag -0.42, M1 ag -0.074, S1P3 agonist -0.6, 5HT1E antag -11, HEK293 NFkB inh 8, Her2 expr inh 91 and Jurkat viability -1.
`O=C(NCc1ccccc1)/C(=N\O)c1ccccc1` gave HTR1E agonist 0.0, S1P1 ag pot -18, M1 antag 0.63, M1 ag -0.36, S1P3 agonist -3.0, 5HT1E antag 0 and Her2 expr inh 83.
O=C(CCN1CCc2ccccc2C1)c1ccc2c(c1)OCCO2 was read as HTR1E agonist -0.1, S1P1 ag pot 42, M1 antag -5.7*, M1 ag -0.17, S1P3 agonist -0.4, 5HT1E antag 13, HEK293 NFkB inh 16, Her2 expr inh 38 and Jurkat viability -5.
COC(=O)c1ccc(-c2cc(C(=O)O)c3cc4c(cc3n2)OCCO4)cc1 was read as HTR1E agonist -0.4, S1P1 ag pot -40, M1 antag 0.25, M1 ag -0.99, S1P3 agonist -0.6, 5HT1E antag -1, HEK293 NFkB inh -14, Her2 expr inh 88 and Jurkat viability 2.
CCn1c(COc2cccc(C)c2)nnc1SCC(=O)Nc1cccc(C(=O)OC)c1 was read as HTR1E agonist 0.0, S1P1 ag pot -8, M1 antag 0.06, M1 ag -0.032, S1P3 agonist -0.4, 5HT1E antag 3, HEK293 NFkB inh 14, Her2 expr inh 121 and Jurkat viability -7.
O=C(Nc1ccccc1-c1ccccc1)c1ccco1 was read as HTR1E agonist 0.3, S1P1 ag pot 19, M1 antag 0.1, M1 ag -0.49, S1P3 agonist -0.2, 5HT1E antag 7, HEK293 NFkB inh 10, Her2 expr inh 116 and Jurkat viability 1.
C=CCn1c(N)c(C(=O)NCC2CCCO2)c2nc3ccccc3nc21 (centres undefined) was read as HTR1E agonist 3.1, S1P1 ag pot -24, M1 antag -0.83, M1 ag 3.4, S1P3 agonist 2.8, 5HT1E antag 18, HEK293 NFkB inh 6, Her2 expr inh 81 and Jurkat viability 0.
CN(C)CCNc1oc(-c2ccccc2F)nc1C#N was read as HTR1E agonist -1.0, S1P1 ag pot -19, M1 antag -0.047, M1 ag 0.42, S1P3 agonist -0.5, 5HT1E antag 1, HEK293 NFkB inh 12, Her2 expr inh 105 and Jurkat viability -5.
For CCCC(=O)Nc1ccc2nc(SCC(=O)Nc3nccs3)sc2c1 the results were HTR1E agonist 0.4, M1 antag 1.5, M1 ag 1.4, S1P3 agonist -0.5, 5HT1E antag 0, HEK293 NFkB inh 10, Her2 expr inh 83 and Jurkat viability 6.
For C=CCn1c(Br)nc2c1c(=O)n(C)c(=O)n2C the results were HTR1E agonist -1.4, S1P1 ag pot -9, M1 antag -0.35, M1 ag -0.39, S1P3 agonist -0.4, 5HT1E antag 21, HEK293 NFkB inh 2, Her2 expr inh 106 and Jurkat viability 5.
Screening CC(=O)NCC(=O)NC1(C(=O)NC2CCCC2)CCCCC1 returned HTR1E agonist -0.5, M1 antag -0.23, M1 ag 0.35, 5HT1E antag -6 and HEK293 NFkB inh 11.
For O=C(c1ccc(COc2ccc3c(c2)CCC3)o1)N1CCN(c2ccccc2)CC1 the results were HTR1E agonist -1.1, S1P1 ag pot -3, M1 antag -0.43, M1 ag -0.83, S1P3 agonist 0.4, 5HT1E antag 0, HEK293 NFkB inh -8, Her2 expr inh 115 and Jurkat viability 6.

Bioassay records: PubChem BioAssay, several laboratories
